Compound activity: PubChem, The Scripps Research Institute Molecular Screening Center
PLC-beta3 inh = blocks human PLC-beta3 enzyme activity; Q01970; Purified PLC-beta3, fluorogenic substrate, fluorescence; inhibition, % at 12.2 µM; 370,000 compounds, 0.18% hits; in the data active means inhibition above about 11%;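 further: 0% = median of compound wells on plate and 100% = full blocker control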
SIAE primary = blocks human sialic acid acetylesterase. 370,000 compounds, 0.69% hits. AID 1053197. inhibition, % at 9.66 µM. SIAE FP-Rh probe binding, fluorescence polarization. Q9HAT2;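 active means inhibition above a cutoff: mean of compounds within the control limits plus 3 SD of those, cut at about 17% in these data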;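 further: 0% = plate median of compound wells and 100% = probe without SIAE protein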
Target sequence (Q9HAT2 whole entry, looked up): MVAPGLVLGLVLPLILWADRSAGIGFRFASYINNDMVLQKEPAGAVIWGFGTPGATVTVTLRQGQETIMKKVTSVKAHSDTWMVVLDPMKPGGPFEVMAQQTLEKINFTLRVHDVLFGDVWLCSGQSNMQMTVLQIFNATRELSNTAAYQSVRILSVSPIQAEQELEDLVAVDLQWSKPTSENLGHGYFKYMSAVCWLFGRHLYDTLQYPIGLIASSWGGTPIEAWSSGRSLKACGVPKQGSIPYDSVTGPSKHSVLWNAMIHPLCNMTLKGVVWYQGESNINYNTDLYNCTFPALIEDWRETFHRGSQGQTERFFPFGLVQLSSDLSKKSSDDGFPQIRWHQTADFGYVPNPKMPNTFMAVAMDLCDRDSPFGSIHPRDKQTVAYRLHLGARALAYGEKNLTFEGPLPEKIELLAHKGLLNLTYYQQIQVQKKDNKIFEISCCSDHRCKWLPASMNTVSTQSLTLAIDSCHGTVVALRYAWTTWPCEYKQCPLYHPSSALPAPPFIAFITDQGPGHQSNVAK
ADAM10 inh = inhibitors of human ADAM10; O14672; recombinant ADAM10, EDANS/DABCYL FRET peptide cleavage, 3 h; inhibition, % at 7 µM; 370,000 compounds, 0.62% hits; AID 720582;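 active means inhibition above a per-campaign cutoff equal to the mean of compounds falling between control-based bounds plus 3 SD, cut at about 20% in these data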;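 further: 0% = DMSO wells while the 100% control is not disclosed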
ASAP1 inh = blocks human ASAP1-stimulated Arf1 GTP hydrolysis | 360,000 compounds, 0.19% hits | Q9ULH1 | inhibition, % at 16.5 µM | GDP FP detection; in the data active means inhibition above about 25%;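 further: 0% = vehicle with enzyme and substrate and 100% = no enzyme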
ARFGAP1 inh = inhibitors of rat ARFGAP1 | 360,000 compounds, 0.26% hits | inhibition, % at 16.5 µM | Q62848 | Arfgap1-stimulated ARF1 GTP hydrolysis, GDP FP detection;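 active means inhibition above a per-plate limit, mean inhibition of low control wells plus 3 SD, cut at about 25% in these data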;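 further: 0% = DMSO wells with enzyme and 100% = wells lacking Arfgap1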
Target sequence (Q62848 1-136 limits assumed): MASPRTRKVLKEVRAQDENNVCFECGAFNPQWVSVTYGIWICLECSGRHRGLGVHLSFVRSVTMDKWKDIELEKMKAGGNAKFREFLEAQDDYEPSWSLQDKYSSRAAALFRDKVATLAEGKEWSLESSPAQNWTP
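Replicates: Single well per compound | Assay system: Truncated rat Arfgap1 GAP domain | Control set: No-Arfgap1 wells (100%) versus DMSO full-reaction wells (0%) | Times: Enzyme reaction 120 min at 25 °C after 20 min preincubation | Reagent: Human ARF1(Δ1-17)-GTP substrate | Measured by: Tracer-displacement fluorescence polarization with EDTA stop, 620/688 nm | Measure: Percent inhibition of Arfgap1-stimulated GTP hydrolysis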
Tn7 DDE FP = DD(E)-Tn7 binding inhibition, primary FP screen. P02675. 370,000 compounds, 0.13% hits. AID 720508. inhibition, % at 8.3 µM. FP displacement of FITC-Tn7 peptide from fibrin DD(E); 0% = median of compound wells per plate;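 active means inhibition above the mean of compounds falling within the control limits plus 3 SD of them, cut at about 14% in these data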;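 further: 0% = plate median of compound wells and 100% = 10 µM Aha-Tn7 peptide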
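Test system – human fibrin DD(E) · Times – 10 min preincubation, 3 h with tracer, room temperature · Detection – fluorescence polarization of the labelled Tn7 tracer · Measure – percent inhibition normalized to high-control wells · Benchmarks – high control wells with 10 µM unlabelled Aha-Tn7 peptide (full inhibition) · Repeats – singlicate testing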
DDE Tn6 FP inh = disrupts Tn6 cyclic peptide binding to fibrin D-Dimer-E complex. AID 720509. inhibition, % at 8.3 µM. P02675. 370,000 compounds, 0.21% hits. Fibrin DD(E) TRITC-Tn6 fluorescence polarization displacement;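 active means inhibition above a per-campaign cutoff: mean of compounds within control limits plus 3 SD, cut at about 15% in these data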;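 further: 0% = median of all compound wells on the plate and 100% = blocking peptide control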
TDP2 absorb = TDP2 (human) inhibition, absorbance primary screen. recombinant TDP2, T5PNP hydrolysis, p-nitrophenol absorbance 415 nm. inhibition, % at 12.8 µM. 370,000 compounds, 0.34% hits. AID 720702;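 active means inhibition above the mean of all tested compounds plus 3 SD, set per campaign, cut at about 25% in these data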;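 further: 0% = DMSO with enzyme and 100% = buffer with substrate but no TDP2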
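test system = human TDP2 enzyme | input = TDP2 enzyme at 120 nM final | medium = 50 mM Tris-HCl pH 7.5 with Mg2+, KCl, DTT, BSA | also added = T5PNP substrate, 5 mM | times = 2 h at 37 °C | technique = epi absorbance | benchmarks = high control without enzyme, low control DMSO plus TDP2 | replication = each compound tested once, singlicate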
ADAM17 inh = ADAM17 inhibition, QFRET primary screen; P78536; recombinant ADAM17, EDANS/DABCYL FRET peptide cleavage; inhibition, % at 6.95 µM; 370,000 compounds, 0.83% hits; AID 720648;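 active means inhibition above the mean of compounds lying between control limits plus 3 SD, set per campaign, cut at about 8.5% in these data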;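 further: 0% = DMSO-only wells as the low control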
PLC-gamma1 inh = inhibitors of human phospholipase C gamma1 | inhibition, % at 12.2 µM | AID 720700 | purified PLC-gamma1, fluorogenic substrate, fluorescence | P19174 | 370,000 compounds, 0.84% hits; in the data active means inhibition above about 9.5%
* hit, by the source's call; . = not tested or not shown.

Every second line gives: PLC-beta3 inh	SIAE primary	ADAM10 inh	ASAP1 inh	ARFGAP1 inh	Tn7 DDE FP	DDE Tn6 FP inh	TDP2 absorb	ADAM17 inh	PLC-gamma1 inh
1) COc1cc(CNc2ncnc3c2ncn3[C@H]2CN(Cc3ccc(F)cc3)C[C@@H](CO)O2)cc(OC)c1OC
  1	2	0	-11	9	-11	-5	-7	2	3
2) C[C@H](CO)N1C[C@H](C)[C@@H](CN(C)Cc2ccncc2)Oc2c(NS(=O)(=O)c3ccccc3)cccc2C1=O
  2	12	8	8	8	2	-7	8	-4	2
3) Cc1nn(C)c(C)c1NS(=O)(=O)c1ccccc1Cl
  1	-4	-3	4	-2	-11	0	-18	3	3
4) COc1ccc(OC)c(CN(CC(F)(F)F)S(=O)(=O)c2ccccc2Br)c1
  1	-8	2	-4	-4	2	-2	5	-1	-2
5) COc1ccc(F)cc1S(=O)(=O)N1CCCCC1
  -11	-2	3	5	-4	4	-6	-5	-5	-4
6) CCOc1ccc(NC(=O)CN(C)C(=O)c2ccccc2-n2cnnn2)cc1OCC
  -10	6	-1	2	-13	5	2	11	-7	1
7) O=S(=O)(Nc1ncccn1)c1ccc(F)cc1
  -9	-3	1	-5	0	-1	1	1	1	-1
8) COc1cccc(NC(=O)CN(C)C(=O)c2csc3c2CCCC3)c1
  -2	5	-3	-1	14	2	3	8	-1	-2
9) CC(=O)c1ccc(NC(=O)CSc2nnc(NC(=O)C3CC3)s2)cc1
  -7	3	-10	-4	0	-1	2	3	-1	0
10) N#CC1CN(C(c2ccccc2)c2ccccc2)C1
  -2	-3	-2	5	-9	3	7	5	-5	-1
11) COc1ccc(C(CC(=O)N2CCCC2)C(C)C)cc1 (stereo not drawn)
  4	-9	-2	-16	-1	2	-1	1	-3	2
12) O=C(Nc1ccccc1C(=O)O)c1cncc(Br)c1
  0	3	-2	13	5	1	10	8	-2	-7
13) O=C(c1cccc(-c2nnc(-c3ccccc3)o2)c1)N1CCCCC1
  0	2	-8	-4	1	2	4	-2	-7	1
14) CC(C)[C@@H]1COC(c2cccc(C3=N[C@H](C(C)C)CO3)n2)=N1
  2	6	3	2	4	3	5	6	-2	1
15) CC1Cc2ccccc2N1CC(=O)NC(=O)NC1CCCCC1 (stereo not drawn)
  3	-4	4	-4	-7	-3	4	-15	4	6
16) CCCN(C(=O)c1ccc(N(C)S(=O)(=O)c2ccc(C)cc2)cc1)C1CCS(=O)(=O)C1 (stereo not drawn)
  -8	-3	-13	5	14	4	0	-3	-6	8
17) CCn1c(=O)cc(SCC(=O)N2CCN(C(=O)c3ccco3)CC2)c2ccccc21
  -1	2	-20	0	-3	-6	3	3	-9	1
18) CCN(C[C@@H]1[C@@H](c2ccccc2)[C@H](CO)N1S(C)(=O)=O)C(=O)C1CCC1
  1	3	-4	.	.	-2	-3	6	-2	0
19) O=c1cc(CSc2nnc(Nc3ccccc3F)s2)nc2sccn12
  -1	3	1	10	14	2	0	6	-2	-2
20) CCCNC(=O)CN1CCC(c2nc3ccccc3[nH]2)CC1
  -14	0	-2	11	-7	-4	-1	-6	-2	-3
21) CCc1nc(C)c(C(=O)N2CCCC(C(=O)Nc3cccc(-c4cccc(C)c4)c3)C2)o1 (stereo not drawn)
  -9	-6	7	2	-1	4	10	-2	2	1
22) CC[C@@H](C)[C@@H](CO)NC(=O)[C@H]1O[C@@H](n2cnc3c(N)ncnc32)[C@H](O)[C@@H]1O
  1	8	-11	-2	-20	3	7	5	-8	-1
23) O=C(OCc1nnc(-c2ccc([N+](=O)[O-])cc2)o1)C1CCN(C(=O)c2ccc(Cl)cc2)CC1
  -5	-1	-5	0	6	-5	-5	-24	1	4
24) CSc1sc(-c2n[nH]c(=S)n2C)c2c1C=CCC2
  -44	8	10	2	0	-1	-8	-19	-1	-22
25) O=C(c1cc(-n2cnnc2)ccc1Cl)N1CCN(c2nc(-c3ccccc3)cs2)CC1
  3	2	3	-2	10	0	1	-11	3	6
26) O=c1[nH]c2ccc(Cl)cc2c(O)c1-c1ccccc1
  -31	15	-7	-3	-5	-4	1	0	-2	-22
27) COCCNC(=S)Nc1ccc2nc(N3CCN(C)CC3)cc(C)c2c1
  -27	-2	-68	0	13	7	1	2	-30	-18
28) Cc1c(NC(=S)N/N=C/c2ccc(N(C)C)cc2)c(=O)n(-c2ccccc2)n1C
  -83	11	-292	14	-4	6	-7	-4	-83	-75
29) CCCCNC(=O)N(O)C1N(/N=C/c2cccs2)C(=S)SC1(C)C (stereo not drawn)
  2	0	8	-10	-11	0	8	-3	0	3
30) CC1=C(C(=O)NCc2ccccc2)C(c2cccs2)n2ncnc2N1 (stereo not drawn)
  -1	-6	-2	-16	4	-2	2	2	-1	0

Values by screen from the list.
PLC-gamma1 inh, compounds 1 to 9, in order: 3, 2, 3, -2, -4, 1, -1, -2, 0
ADAM17 inh, compounds 1 to 9, in order: 2, -4, 3, -1, -5, -7, 1, -1, -1

Part of the list above in order of length of the SMILES, largest number first:
Every second line gives: PLC-beta3 inh	SIAE primary	ADAM10 inh	ASAP1 inh	ARFGAP1 inh	Tn7 DDE FP	DDE Tn6 FP inh	TDP2 absorb	ADAM17 inh	PLC-gamma1 inh
22) CC[C@@H](C)[C@@H](CO)NC(=O)[C@H]1O[C@@H](n2cnc3c(N)ncnc32)[C@H](O)[C@@H]1O
  1	8	-11	-2	-20	3	7	5	-8	-1
18) CCN(C[C@@H]1[C@@H](c2ccccc2)[C@H](CO)N1S(C)(=O)=O)C(=O)C1CCC1
  1	3	-4	.	.	-2	-3	6	-2	0
8) COc1cccc(NC(=O)CN(C)C(=O)c2csc3c2CCCC3)c1
  -2	5	-3	-1	14	2	3	8	-1	-2

6 compounds from above, ordered by the value under ASAP1 inh, smallest number first.
nr	SMILES	ASAP1 inh
29	CCCCNC(=O)N(O)C1N(/N=C/c2cccs2)C(=S)SC1(C)C (stereo not drawn)	-10
26	O=c1[nH]c2ccc(Cl)cc2c(O)c1-c1ccccc1	-3
23	O=C(OCc1nnc(-c2ccc([N+](=O)[O-])cc2)o1)C1CCN(C(=O)c2ccc(Cl)cc2)CC1	0
14	CC(C)[C@@H]1COC(c2cccc(C3=N[C@H](C(C)C)CO3)n2)=N1	2
3	Cc1nn(C)c(C)c1NS(=O)(=O)c1ccccc1Cl	4
28	Cc1c(NC(=S)N/N=C/c2ccc(N(C)C)cc2)c(=O)n(-c2ccccc2)n1C	14

Next structures follow:
Every second line gives: PLC-beta3 inh	SIAE primary	ADAM10 inh	ASAP1 inh	ARFGAP1 inh	Tn7 DDE FP	DDE Tn6 FP inh	TDP2 absorb	ADAM17 inh	PLC-gamma1 inh
31) CNC(=S)N1CCN(c2cccc(OC)c2)CC1
  -1	0	5	-15	1	9	1	4	-3	-1
32) COc1ccc(Br)cc1CN(C)CC(=O)Nc1ccccc1Cl
  -1	3	7	12	4	-4	0	1	0	2
33) COc1cc(C(=O)NCC2(c3ccccc3)CCCC2)cc(OC)c1OC
  -8	-2	9	1	-1	-1	1	-20	-1	-3
34) COc1ccc(NC(=O)c2cc(C)on2)cc1OC
  0	4	-1	2	-3	5	-5	-4	-4	3
35) COc1cc(/C=N/NC(=O)Cn2nnc3ccccc32)ccc1O
  2	5	-18	9	-12	-4	11	-5	-2	-1
36) O=C(c1ccco1)N1CCN(Cc2nc(Cc3ccccc3)no2)CC1
  -3	0	8	-1	11	3	1	12	-2	1
37) N/C(=N\OC(=O)CCCC(=O)O)c1ncc(C(F)(F)F)cc1Cl
  -6	-4	3	8	8	-4	-3	-14	-3	9
38) Cc1cc(Br)ccc1NC(=O)CCS(=O)(=O)c1cccc2nonc12
  -1	7	11	-6	13	0	-4	-18	0	4
39) CCOC(=O)c1cnc(/N=C/N(C)C)s1
  -1	2	1	-4	4	0	-5	-6	0	-1
40) CCCCNCCOCCOc1ccc(C)cc1[N+](=O)[O-]
  1	-1	-6	7	6	-9	2	-3	-2	3
41) Cc1[nH][nH]c(=O)c1C(c1c(C)[nH][nH]c1=O)c1cn(Cc2ccccc2Cl)c2ccccc12
  -6	5	4	10	19	0	0	55*	0	-2
42) Nc1nc(SCC(=O)N2N=C3/C(=C\c4ccco4)CCCC3C2c2ccco2)n[nH]1 (stereo not drawn)
  -35	-1	-18	-9	-6	-1	3	-10	-1	-29
43) Cc1ccc(COc2ccc(C)nc2[N+](=O)[O-])cc1
  0	1	1	-4	9	-6	8	-3	2	2
44) CCC(=O)N1c2ccc(S(=O)(=O)CCC(=O)NCc3ccc4c(c3)OCO4)cc2CC1C (stereo not drawn)
  0	5	-7	-1	5	-2	-4	5	-1	2

Random excerpt: two compounds from above.
Every second line gives: PLC-beta3 inh	SIAE primary	ADAM10 inh	ASAP1 inh	ARFGAP1 inh	Tn7 DDE FP	DDE Tn6 FP inh	TDP2 absorb	ADAM17 inh	PLC-gamma1 inh
38) Cc1cc(Br)ccc1NC(=O)CCS(=O)(=O)c1cccc2nonc12
  -1	7	11	-6	13	0	-4	-18	0	4
28) Cc1c(NC(=S)N/N=C/c2ccc(N(C)C)cc2)c(=O)n(-c2ccccc2)n1C
  -83	11	-292	14	-4	6	-7	-4	-83	-75

Rows are unselected, and some 3.6% of all compounds hit somewhere here.
